Screening data (PubChem BioAssay)
NPR2 activator = human GC-B receptor activators, primary screen, HEK293 GC-B cells, cGMP TR-FRET, EC30 CNP. AID 1920062, 2024. activation, % at 10 µM. 0% at EC30 CNP, 100% saturating CNP. actives 0.11% (n = 370,000). Atrial natriuretic peptide receptor 2 (Homo sapiens), P20594;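 active means activation at 10 µM reaching about 35% in either raw or pattern-adjusted values, limit read from the data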
hcDAF12 agonist = H. contortus DAF-12 nuclear receptor activators, primary screen, cell-based, luminescence, HEK293, lit1-tk-luc reporter | actives 1.4% (n = 370,000) | HEK293 hcDAF-12 lit1-tk-luc reporter; 0% DMSO, 100% Δ7-dafachronic acid | AID 652067, 2013 | activation, % at 6.8 µM;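 active means activation above the mean of all tested compounds plus 3 SD, cut at about 5.5% in these data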;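 further: 100% = response to 3 µM Δ7-dafachronic acid high control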
ssDAF-12 act = S. stercoralis DAF-12 nuclear receptor activators, primary screen, cell-based, luminescence, HEK293, GRIP1 co-expression, lit1-tk-luc | activation, % at 6.8 µM | Nuclear hormone receptor DAF-12 (Strongyloides stercoralis) | HEK293 ssDAF-12/GRIP1 lit1-tk-luc reporter; % of 3 µM dafachronic acid response | actives 1% (n = 370,000);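 active means activation above the mean over all tested compounds plus 3 SD, cut at about 0.9% in these data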;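 further: 0% = DMSO-only wells and 100% = 3 µM delta7-dafachronic acid wells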
ADAM10 inh = human ADAM10 inhibitors, primary screen, biochemical, QFRET, HTS; recombinant ADAM10, EDANS/DABCYL FRET peptide cleavage, 3 h; inhibition, % at 7 µM; actives 0.62% (n = 370,000); AID 720582, 2013; Disintegrin and metalloproteinase domain-containing protein 10 (Homo sapiens), O14672;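 active means inhibition above a per-campaign cutoff equal to the mean of compounds falling between control-based bounds plus 3 SD, cut at about 20% in these data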;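 further: 0% = DMSO wells while the 100% control is not disclosed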
hgDAF12 agonist = H. glycines DAF-12 receptor agonists, primary screen, cell-based, luminescence, HEK293, GAL4 fusion, UAS-luciferase; Nuclear hormone receptor DAF-12 (Heterodera glycines), GAL4 fusion; HEK293 GAL4-hgDAF12 UAS-luciferase reporter, agonist luminescence; normalized to butyrate control; activation, % at 6.8 µM; actives 1.8% (n = 370,000); AID 687014, 2013;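 active means activation above a cutoff set at the mean of all screened compounds plus 3 SD, cut at about 10% in these data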;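 further: 0% = DMSO wells and 100% = sodium butyrate wells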
HGIII-sPLA2 inh = human group III sPLA2 inhibitors, primary screen, biochemical, QFRET, BODIPY PC-A2 liposome substrate | actives 0.56% (n = 370,000) | Group 3 secretory phospholipase A2 (Homo sapiens), Q9NZ20 | inhibition, % at 12.2 µM | AID 743126, 2013 | QFRET BODIPY PC-A2 liposome hydrolysis, fluorescence;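 active means inhibition above mean plus 3 SD of compounds lying within the high and low control bounds, cut at about 19% in these data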;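 further: 0% = median of test compound wells and 100% = no enzyme DMSO wells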
Target sequence (Q9NZ20 whole entry, looked up): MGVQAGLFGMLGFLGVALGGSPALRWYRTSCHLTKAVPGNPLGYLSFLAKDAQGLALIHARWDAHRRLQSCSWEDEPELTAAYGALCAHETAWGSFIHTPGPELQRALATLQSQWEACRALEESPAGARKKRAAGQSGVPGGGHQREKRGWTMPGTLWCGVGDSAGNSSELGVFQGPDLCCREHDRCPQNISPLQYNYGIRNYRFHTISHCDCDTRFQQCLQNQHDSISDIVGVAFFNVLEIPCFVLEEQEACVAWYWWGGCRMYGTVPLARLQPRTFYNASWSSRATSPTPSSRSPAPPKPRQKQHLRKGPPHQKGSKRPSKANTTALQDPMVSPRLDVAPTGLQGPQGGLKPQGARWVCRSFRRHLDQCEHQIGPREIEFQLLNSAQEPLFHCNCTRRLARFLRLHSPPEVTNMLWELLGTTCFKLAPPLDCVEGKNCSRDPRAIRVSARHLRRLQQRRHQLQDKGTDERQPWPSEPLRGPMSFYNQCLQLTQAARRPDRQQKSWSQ
DAX1 inh-1 = DAX1 (NR0B1) inhibitors on StAR promoter, primary screen, cell-based, luminescence, SF-1 (NR5A1), full-length DAX-1; HEK293T StAR-luciferase reporter, SF-1/DAX-1 repression relief; inhibition, % at 6.8 µM; AID 652010, 2013; actives 1.1% (n = 370,000);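 active means inhibition above the mean over all tested compounds plus 3 SD, cut at about 3.6% in these data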;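 further: 0% = DAX-1 cells with DMSO and 100% = cells lacking DAX-1 with DMSO; higher inhibition means more luminescence from relief of DAX-1 repression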
GC-A act = GC-A stimulated cGMP production enhancers – HEK293 GC-A cells, cGMP TR-FRET, EC30 ANP, primary screen; Atrial natriuretic peptide receptor 1 (Homo sapiens), P16066; 0% at EC30 ANP, 100% saturating ANP; activation, % at 10 µM; actives 0.14% (n = 370,000); in the data active means activation above about 40%
DAX1 inh-2 = DAX1 (NR0B1) inhibitors, primary screen, cell-based, HEK293, Gal4-DAX1, luciferase luminescence; AID 504766, 2011; actives 0.99% (n = 340,000); inhibition, % at 6.75 µM; HEK293 Gal4-DAX1 luciferase reporter;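 active means inhibition above the mean over all tested compounds plus 3 SD, cut at about 4.2% in these data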;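 further: 0% = DAX1-transfected cells with DMSO and 100% = empty-vector control cells with DMSO; inhibition shows as a rise in luminescence from relieved DAX1 repression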
Target sequence (P51843 207-470 limits assumed): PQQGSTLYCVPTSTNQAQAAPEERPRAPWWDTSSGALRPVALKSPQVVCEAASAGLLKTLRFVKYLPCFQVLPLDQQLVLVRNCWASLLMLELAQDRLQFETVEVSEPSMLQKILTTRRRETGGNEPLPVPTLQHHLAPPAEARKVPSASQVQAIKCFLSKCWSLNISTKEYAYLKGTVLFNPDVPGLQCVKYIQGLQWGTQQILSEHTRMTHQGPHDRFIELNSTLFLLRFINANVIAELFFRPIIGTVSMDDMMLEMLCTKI
FXN GAA850 act = FXN promoter activators, primary screen, cell-based, luciferase luminescence, HEK293 lucGAA850 | HEK293 lucGAA850 FXN promoter luciferase reporter, 24 h; percent of 10 µM SAHA response | activation, % at 6 µM | actives 0.56% (n = 360,000) | AID 540364, 2011;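 active means activation above the average of all compounds screened plus 3 SD, cutoff fixed separately per campaign, cut at about 7.5% in these data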;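 further: 0% = DMSO wells and 100% = 10 µM SAHA wells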
SMARCA2 activ = SMARCA2 (BRM) function activators, primary screen, cell-based, luminescence, high throughput. activation, % at 9.1 µM. actives 1% (n = 370,000). MG213 cells, MMTV-luciferase reporter, dexamethasone, overnight; in the data active means activation above about 7.8%;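 further: 0% = vehicle wells and 100% = reference activator wells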
Active calls of the source: *; · = no result given.

SMILES	NPR2 activator	hcDAF12 agonist	ssDAF-12 act	ADAM10 inh	hgDAF12 agonist	HGIII-sPLA2 inh	DAX1 inh-1	GC-A act	DAX1 inh-2	FXN GAA850 act	SMARCA2 activ
COc1ccccc1N1CCN(C(=O)CN2C(=O)C3CCCCC3C2=O)CC1 (stereo not given)	2	0.0	-0.6	-2	3.2	1	1.1	4	-0.1	-0.1	1
CCOC(=O)C1CCN(C(=O)COc2ccc(S(=O)(=O)N3CCCC3)cc2C)CC1	3	-1.7	-1.3	0	-3.8	-7	-0.8	-1	-1.2	-0.6	-4
c1ccc2nc3c(nc2c1)CCCC3	3	-1.3	-0.7	5	-0.5	-5	-0.2	1	-0.4	0.5	2
COc1ccc2nc(N3CCC(O)CC3)c(C#N)cc2c1	-8	0.6	-1.5	-367	2.3	1	-0.3	1	-0.5	1.2	3
Cc1cc(SCC(=O)c2ccc(O)c(O)c2)n2nc(C)c(-c3ccccc3)c2n1	3	-1.9	-2.2	18	0.8	1	-0.6	-1	0.5	2.9	-2
O=C(NCc1ccc(Cl)cc1)C(=O)NCC1OCCN1C(=O)c1cccs1 (stereo not given)	4	6.2*	-1.2	-6	0.0	7	0.1	1	0.6	0.6	-3
Cc1cc(=O)[nH]c(Nc2cccc(F)c2)n1	0	0.6	-1.8	4	1.7	5	-0.2	3	-1.2	2.3	-2
O=C1c2ccccc2C(=O)N1CC(=O)N1c2ccccc2CCc2ccccc21	-2	0.3	-0.9	-2	2.0	-9	-0.8	-8	-1.0	-0.1	0
Nc1nc2ccc(Cl)cc2cc1C(=O)NCc1ccccc1Br	-5	3.8	0.3	-68	-0.8	-4	-1.0	-2	·	·	0
CCC(=O)NC(=S)Nc1cccc(NC(=O)c2ccccc2Cl)c1	-1	-1.9	-1.6	14	-2.4	6	-1.0	-1	-0.2	0.2	-2
CC1c2ccccc2-c2ccccc2N1C (stereo not given)	0	0.0	-0.8	-73	2.4	-1	0.9	2	0.9	-0.5	2
Cc1ccc(-n2c(N)c(C(=O)Nc3ccccc3F)sc2=S)cc1C	-3	-1.1	-2.1	12	2.4	15	-0.8	3	-0.2	0.0	0
Cc1ccc(C2=NS(=O)(=O)N(C)C(C(=O)NCc3ccc4c(c3)OCO4)=C2)cc1	-2	1.5	-1.1	-6	-0.8	-10	-0.9	2	1.8	-2.1	1
Oc1ccc(Cl)cc1-c1cc(-c2ccco2)[nH]n1	-6	7.6*	-0.4	7	9.1	-33	0.6	4	0.5	0.8	0
CC(C)(C)N(Cc1cc2ccccc2[nH]c1=O)C(=O)c1ccco1	-1	-1.4	0.1	1	-0.1	5	-0.2	1	-0.5	1.4	-1
COC(=O)C1=C2SC(C)C(=O)N2C(N)=C(C#N)C1c1ccc(OC)c(OC)c1 (stereo not given)	-8	-0.7	-1.0	-3	1.5	-8	0.0	-2	0.2	-1.6	0
Cc1ccc(NC(=O)C2CCN(S(=O)(=O)c3ccc4ccccc4c3)CC2)nc1	-8	0.7	-0.7	-3	2.8	-8	2.0	-17	-1.6	2.1	0
CN(C)S(=O)(=O)N1CCC(Oc2cccc(C(=O)NC3CCCCC3)c2)CC1	2	-4.9	-2.1	-9	-7.9	6	-9.2	1	-2.2	-4.7	-4
Cc1ccc(C(=O)COC(=O)CNC(=O)CNC(=O)c2ccc(C)cc2)cc1	3	-1.1	-0.6	-2	3.4	-5	0.0	7	1.9	4.2	7
O=C(NC(=S)NCc1cccnc1)c1cc(Br)ccc1Cl	0	-0.5	-1.5	-3	0.0	11	-1.3	0	-0.6	2.8	-1
CN1CCN(CCCNC(=O)c2ccc(/C=C3/Sc4ccccc4N(Cc4cccc(Cl)c4)C3=O)cc2)CC1	0	-0.7	-1.5	5	-2.7	-26	-0.1	-4	-0.3	1.8	4
O=C(COC(=O)c1c(F)cccc1F)Nc1ccc2c(c1)OCO2	2	1.4	-0.5	-11	4.6	17	0.0	1	1.2	0.1	-3
Cc1cc(OCC(=O)O)c2ccccc2n1	1	0.1	-1.0	-2	2.4	3	0.1	4	1.0	-1.4	-1
Cc1cc(=O)[nH]c2n[nH]c(-c3ccccc3)c12	-4	0.0	-1.1	-28	2.6	-2	0.2	4	1.5	2.6	0
CCN=C1SC(C(=O)Nc2cccc(OCC)c2)CC(=O)N1CC (stereo not given)	3	-0.2	-0.8	0	0.4	-9	0.5	-2	0.0	-0.2	0
COc1cc(C(=O)Nc2c(C)cc(C)cc2C)c(-n2cnnn2)cc1OC	5	-0.7	-1.6	2	-0.2	5	-0.7	1	0.5	-0.5	-1
COc1ccc(C(CC(=O)O)NC(=O)c2ccccc2[N+](=O)[O-])cc1 (stereo not given)	-3	0.6	-1.2	-11	-1.7	15	0.6	2	-2.0	0.0	-3
CCN1CCN(c2cc(C(C)C)nc3c(-c4ccccc4)c(C)nn23)CC1	-15	-2.6	-2.0	-22	-1.6	-4	-0.6	-5	·	1.0	-7
O=C(CC1CC2CCC1C2)N1CCN(S(=O)(=O)c2ccccc2C(F)(F)F)CC1 (stereo not given)	3	-2.5	-0.8	-6	1.4	6	-0.4	3	1.0	1.1	-1
CCOc1ccc(-c2nnn(CC(=O)N3CCN(c4ccc(F)cc4)CC3)n2)cc1OCC	3	-1.2	-0.9	-6	0.1	4	0.1	2	1.4	-0.8	-3
C=CCn1c(COc2ccccc2)nnc1SCC(=O)N/N=C/c1cc(Cl)ccc1O	-5	-0.3	-1.0	1	-0.8	-3	2.0	-1	0.1	0.0	-1
O=C1OCCC1Sc1nnc(-c2ccc3c(c2)OCO3)o1 (stereo not given)	-7	-0.4	-0.1	4	-1.7	-14	-1.4	28	-1.7	-1.2	-4
N/C(=N\OC(=O)c1ccc(Cl)c([N+](=O)[O-])c1)c1ccccn1	-4	-0.7	-1.4	6	0.3	0	-0.6	2	-0.2	1.3	2
COc1ccc(NS(=O)(=O)c2ccc(O)c(C(=O)OCC(=O)Nc3ccc4c(c3)OCCO4)c2)cc1	1	0.3	-1.6	1	-1.1	-16	-0.1	-2	-1.3	1.6	-3
CC(C)OC(=O)CSc1nnc(CNc2cccc(Cl)c2)n1C	3	-1.3	-1.0	11	-1.6	15	-0.2	-6	-2.1	0.9	-6
CCOc1ccc(C2C([N+](=O)[O-])=C(C)N(C)C(=O)N2C)cc1OC (stereo not given)	-1	-0.2	-1.1	2	-2.6	-32	0.3	-3	-0.8	2.0	4
O=C(CCCNS(=O)(=O)c1ccc(Cl)c(Cl)c1)NCCc1ccccn1	2	-0.2	-1.9	-5	-3.5	1	0.3	0	-0.2	0.3	-3
COc1cc(S(=O)(=O)N2CCC(N3CCCCC3)CC2)ccc1-n1cnnn1	2	-1.7	-0.6	-9	2.3	-1	2.2	-1	-0.5	-2.6	0
CCC(C)(C)C1CCC2(CC1)NC(=O)N(CC(=O)N1CCN(c3ccccc3OC)CC1)C2=O (stereo not given)	3	-1.0	-0.8	2	-2.0	-3	-0.1	-2	-0.2	0.9	1
CCC(C)N1CCN(C(=O)c2cc(OC)cc(OC)c2)CC1 (stereo not given)	0	1.1	-1.1	1	-0.1	0	0.7	2	0.5	-0.5	-1
CSc1nnc2c(n1)OC1(Nc3ccccc3-2)C(=O)Nc2ccccc21 (stereo not given)	1	5.2	0.8	0	1.8	4	1.1	-4	0.0	-0.2	-2
CCOCC(=O)Nc1nnc(COCC)s1	3	1.0	-0.9	3	-2.2	2	0.7	5	0.3	0.1	-3
CC(=O)N1c2ccc(S(=O)(=O)N3CCCCC3)cc2CC1C(=O)Nc1cccc(C)c1 (stereo not given)	4	0.2	-1.0	6	-0.3	-28	-1.4	0	-0.3	-0.4	-2
Cc1ccc(C)c(N2CCN(C(=O)CCc3nc4ccccc4[nH]3)CC2)c1	-10	-1.0	-1.5	2	-3.0	11	-1.0	-8	0.3	-0.7	-2
Cc1cccc(Nc2nnc(SCC3CCCCO3)s2)c1 (stereo not given)	1	2.8	-0.7	5	5.4	0	1.3	6	1.5	3.4	-3
C=CCc1ccccc1OCC(O)CN1CCN(C(=O)OCC)CC1 (stereo not given)	1	-1.0	-1.6	8	-1.9	-4	-0.5	-1	0.3	-0.6	2

A second format for 7 compounds above:
Every second line gives: NPR2 activator, hcDAF12 agonist, ssDAF-12 act, ADAM10 inh, hgDAF12 agonist, HGIII-sPLA2 inh, DAX1 inh-1, GC-A act, DAX1 inh-2, FXN GAA850 act, SMARCA2 activ
- CCC(C)N1CCN(C(=O)c2cc(OC)cc(OC)c2)CC1 (stereo not given)
  0, 1.1, -1.1, 1, -0.1, 0, 0.7, 2, 0.5, -0.5, -1
- CSc1nnc2c(n1)OC1(Nc3ccccc3-2)C(=O)Nc2ccccc21 (stereo not given)
  1, 5.2, 0.8, 0, 1.8, 4, 1.1, -4, 0.0, -0.2, -2
- CCOCC(=O)Nc1nnc(COCC)s1
  3, 1.0, -0.9, 3, -2.2, 2, 0.7, 5, 0.3, 0.1, -3
- CC(=O)N1c2ccc(S(=O)(=O)N3CCCCC3)cc2CC1C(=O)Nc1cccc(C)c1 (stereo not given)
  4, 0.2, -1.0, 6, -0.3, -28, -1.4, 0, -0.3, -0.4, -2
- Cc1ccc(C)c(N2CCN(C(=O)CCc3nc4ccccc4[nH]3)CC2)c1
  -10, -1.0, -1.5, 2, -3.0, 11, -1.0, -8, 0.3, -0.7, -2
- Cc1cccc(Nc2nnc(SCC3CCCCO3)s2)c1 (stereo not given)
  1, 2.8, -0.7, 5, 5.4, 0, 1.3, 6, 1.5, 3.4, -3
- C=CCc1ccccc1OCC(O)CN1CCN(C(=O)OCC)CC1 (stereo not given)
  1, -1.0, -1.6, 8, -1.9, -4, -0.5, -1, 0.3, -0.6, 2
